KCNK9 block = KCNK9 potassium channel inhibitors, primary screen, HEK293 cells, thallium flux; FluxOR thallium flux fluorescence; active compounds read low; 310,000 compounds, 1.2% hits; Potassium channel subfamily K member 9 (Homo sapiens), Q9NPC2; B-score at 10 µM;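 active means ratio B-score over 3 SD below the library mean, with starting fluorescence within 5 SD of its mean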;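 further: negative B-score means less thallium flux so channel inhibition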
Target sequence (Q9NPC2 whole entry, looked up): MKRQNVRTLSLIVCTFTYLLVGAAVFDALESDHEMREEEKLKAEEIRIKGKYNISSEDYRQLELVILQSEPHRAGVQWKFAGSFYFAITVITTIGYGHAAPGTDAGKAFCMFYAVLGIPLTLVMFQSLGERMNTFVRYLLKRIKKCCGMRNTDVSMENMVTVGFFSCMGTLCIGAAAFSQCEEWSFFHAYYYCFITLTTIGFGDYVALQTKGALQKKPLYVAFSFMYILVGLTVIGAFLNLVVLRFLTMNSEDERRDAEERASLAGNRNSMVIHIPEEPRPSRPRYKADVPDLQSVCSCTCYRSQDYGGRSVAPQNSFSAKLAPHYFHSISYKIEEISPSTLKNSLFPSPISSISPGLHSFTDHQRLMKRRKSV
KCNK3 inh = human KCNK3 channel inhibitors, primary screen, CHO cells, FluxOR thallium flux, B-score | 340,000 compounds, 0.84% hits | B-score at 10 µM | FluxOR fluorescence; active compounds read low | Potassium channel subfamily K member 3 (Homo sapiens), O14649;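 active means B-score under library mean minus 4 SD, starting fluorescence ratio at most library mean plus 5 SD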;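 further: more negative B-score means stronger inhibition of thallium flux through KCNK3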
RGS4 act = RGS4 potentiators or activators, primary screen, cell-based, HEK293 M3R inducible RGS4, calcium flux. 310,000 compounds, 0.92% hits. AID 463111, 2010. B-score at 10 µM. carbachol calcium flux Fluo4; active compounds read low;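 active means B-score of the integrated calcium signal more than 4 SD below the library mean, with starting fluorescence not abnormally high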;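 further: negative B-score means reduced calcium response which marks RGS4 activation or potentiation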
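Material: Inducible-RGS4 HEK293 cells carrying M3 receptor; also added: carbachol at ECmax as muscarinic agonist stimulus; incubation: compound preincubation 20 min at room temperature before agonist; signal: Fluo4-AM (2 µM) calcium-flux fluorescence, kinetic read; measure: integrated calcium ratio converted to B score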
KCNQ1 block = inhibitors of human KCNQ1 channel, primary screen, cell-based, thallium flux, high-throughput; 310,000 compounds, 1.3% hits; CHO-K1 KCNQ1, FluxOR thallium flux fluorescence; active compounds read high; Potassium voltage-gated channel subfamily KQT member 1 (Homo sapiens), P51787; B-score at 10 µM;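 active means compounds whose thallium flux B-score, printed positive for inhibition, exceeds three library SD while starting fluorescence stays within three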;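 further: channel opened by potassium depolarization with thallium stimulus after 20 min compound exposure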
RGS4 block = RGS4 inhibitors, primary screen, cell-based, HEK293 M3R inducible RGS4, calcium flux. Regulator of G-protein signaling 4 (Homo sapiens), P49798. 310,000 compounds, 0.45% hits. B-score at 10 µM. AID 463165, 2010. Fluo-4 calcium flux; active compounds read high; triggered by carbachol at its EC20;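 active means B-score, a plate-corrected calcium signal, over three deviations above library mean, with baseline fluorescence within five deviations of library mean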;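 further: RGS4 expression induced by doxycycline in cells with stable M3 receptor; B-score is computed from the integrated fluorescence ratio over baseline after carbachol; higher B-score means a larger calcium signal and so more RGS4 inhibition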
Target sequence (P49798 whole entry, looked up): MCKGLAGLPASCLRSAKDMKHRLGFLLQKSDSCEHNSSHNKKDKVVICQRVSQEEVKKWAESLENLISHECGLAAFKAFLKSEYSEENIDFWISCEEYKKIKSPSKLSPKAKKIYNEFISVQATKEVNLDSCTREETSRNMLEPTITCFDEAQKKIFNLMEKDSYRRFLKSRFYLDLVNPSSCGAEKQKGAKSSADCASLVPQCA
MrgX1 allo act = positive allosteric modulators of MrgX1, primary screen, HEK293 cells, Fluo-4 calcium flux; FDSS; active compounds read high; B-score at 10 µM; 310,000 compounds, 0.63% hits; AID 588675, 2011;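 active means plate-corrected calcium response at least 3 library SD above typical, normal starting fluorescence, not activating the receptor alone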;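 further: compound read alongside a low EC10 to EC30 dose of BAM8-22 agonist; peak minus trough fluorescence over baseline measured at the second addition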
Target sequence (Q96LB2 whole entry, looked up): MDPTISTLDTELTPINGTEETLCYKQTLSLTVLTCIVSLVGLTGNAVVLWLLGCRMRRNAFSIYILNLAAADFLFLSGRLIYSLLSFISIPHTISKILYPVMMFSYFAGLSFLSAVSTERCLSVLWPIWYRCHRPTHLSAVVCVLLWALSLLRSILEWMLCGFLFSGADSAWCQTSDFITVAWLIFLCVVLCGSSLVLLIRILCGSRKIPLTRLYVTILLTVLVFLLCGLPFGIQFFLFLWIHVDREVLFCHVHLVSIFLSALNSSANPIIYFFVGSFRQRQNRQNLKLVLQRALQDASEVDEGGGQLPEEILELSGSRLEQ
hERG rescue = hERG rescue from dofetilide block, primary screen, cell-based, CHO-hERG, FluxOR thallium flux, dofetilide IC70. dofetilide IC70 present. activation (rescue from dofetilide block), less the hit threshold, % at 10 µM. 310,000 compounds, 0.51% hits. AID 1511, 2009;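 active means activation above the mean of controls blocked by dofetilide plus 5 SD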;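 further: thallium influx through hERG after potassium depolarization seen as dye fluorescence rise; in these data hits start at about 4.7%; inactives centre near -7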
KCNQ1 pot = potentiators or activators of KCNQ1 channel, primary screen, cell-based, thallium flux, high-throughput | Potassium voltage-gated channel subfamily KQT member 1 (Homo sapiens), P51787 | CHO-K1 KCNQ1, thallium flux FluxOR fluorescence; active compounds read high | B-score at 10 µM | 310,000 compounds, 0.35% hits | AID 2648, 2010;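 active means fluorescence ratio B-score, a plate-corrected score, at least three library SD, with initial intensity B-score within 5 SD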
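Test system: CHO-K1 cells stably expressing KCNQ1 / Medium: assay buffer / Also added: depolarizing K+/Tl+ stimulus, K2SO4 and Tl2SO4 each 12.5 mM in 5x stock / Incubation: 90 min dye loading and 20 min compound exposure, both at room temperature / Signal: thallium influx via FluxOR fluorescence, kinetic imaging / Evaluation: B score of baseline-normalized fluorescence ratio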
MrgX1 ag = agonists of human MrgX1 receptor, primary screen, HEK293 cells, Fluo-4 calcium flux; Mas-related G-protein coupled receptor member X1 (Homo sapiens), Q96LB2; Fluo-4 calcium fluorescence, agonist mode; active compounds read high; B-score at 10 µM; 310,000 compounds, 0.44% hits; AID 588627, 2011;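 active means calcium response B-score plate-corrected fluorescence ratio at least 3 library SD, with starting fluorescence B-score inside 5 SD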
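System: HEK293 cells stably expressing human MrgX1 receptor; Dosing: test compound in the initial addition of three; Schedule: overnight plating, then 30 min 37 °C plus 30 min room-temperature dye loading; Detection: kinetic calcium dye fluorescence, Fluo-4 NW; Controls: per-plate positive and negative controls for Z′ factor.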
ANO1 block = TMEM16A chloride channel inhibitors, primary screen, cell-based, HTS. HEK293 TMEM16A/YFP iodide influx fluorescence, ionomycin. AID 588511, 2011. Anoctamin-1 (Mus musculus), Q8BHY3. 310,000 compounds, 1.2% hits. normalized B-score (activity score, 25-100; higher = stronger inhibition) at 10 µM;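 active means ratio plate-corrected score three or more library SD toward inhibition, starting fluorescence score within five deviations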;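 further: score derived from kinetic fluorescence span divided by baseline fluorescence per well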
ANO1 activ = TMEM16A chloride channel activators or potentiators, primary screen, cell-based, HTS | Anoctamin-1 (Mus musculus), Q8BHY3 | HEK293 TMEM16A/YFP-H148Q/I152L, iodide quench fluorescence; active compounds read low | B-score at 10 µM | 340,000 compounds, 0.3% hits;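 active means fluorescence-ratio B-score plate-corrected deviation score at least 3 library SD below zero, with starting fluorescence score within 5 deviations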;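 further: channel opened by trigger with iodide after compound preincubation; score built on the fluorescence ratio of max minus min over baseline; more negative score means more quench and so TMEM16A activation or potentiation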
* = called active by the depositor; i = inactive; nt = not tested or not shown.

SMILES	KCNK9 block	KCNK3 inh	RGS4 act	KCNQ1 block	RGS4 block	MrgX1 allo act	hERG rescue	KCNQ1 pot	MrgX1 ag	ANO1 block	ANO1 activ
CCOC(=O)NC(=O)CSc1cc(C)c2cc(C)cc(C)c2n1	i	i	i	i	i	i	-15	i	i	i	i
CCOc1ccccc1NC(=O)c1ccccc1-c1nc(-c2ccccc2OC)no1	i	i	i	i	i	i	-1	i	i	i	i
COc1ccc(S(=O)(=O)N2CCN(C(=S)NC3CCCCC3)CC2)cc1	i	i	i	i	i	i	-4	i	i	i	i
CC(C)N(Cc1ccccc1)C(=O)CN1C(=O)COc2ccc(S(=O)(=O)N3CCCCCC3)cc21	i	i	i	i	i	i	-14	i	i	i	i
CC(C)(C)N1C(=O)c2ccc(C(=O)NCc3ccco3)cc2C1=O	i	i	i	i	i	i	-8	i	i	i	i
CCCN1Cc2cccc(C(=O)N3CCN(c4ccc(OC)cc4)CC3)c2C1=O	i	i	i	i	i	i	-8	i	i	i	i
CN1CCC(N(C)C(=O)COc2ccccc2-c2ccccc2)CC1	i	i	i	i	i	i	-18	i	i	i	i
CC1(C)Cc2c(sc(NC(=O)C(=O)NCC3CCCO3)c2C(=O)O)CO1 (centres undefined)	i	i	i	i	i	i	-7	i	i	i	i
COc1ccc2c(c1)C(C)=CC(C)(C)N2S(=O)(=O)c1ccc(C)cc1	i	i	i	i	i	i	-10	i	i	i	i
CCC1=C(OC(=O)N(CC)CC)N2C(=O)OC(=NCc3ccccc3)[C@]2(C)[C@H]2C1=CC[C@H]1C(=O)N(CC)C(=O)[C@H]12	i	i	i	i	i	i	-9	i	i	i	i
O=C(CSc1nc2ccccc2n1CC(=O)N1CCCCC1)N1CCCCC1	i	i	i	i	i	i	-11	i	i	i	i
COc1cc2c(cc1OC)C(C)N(C(=O)c1cccc([N+](=O)[O-])c1)CC2 (centres undefined)	i	i	i	i	i	i	-5	i	i	i	i
CC(C)CNC(=O)/C(C#N)=C1\N=C(NC(=O)c2ccco2)c2ccccc21	i	i	i	i	i	i	-6	i	i	i	i
CC1Cc2ccccc2N1C(=O)COC(=O)Cn1cnc2ccccc2c1=O (centres undefined)	i	i	i	i	i	i	-14	i	i	i	i
COc1ccccc1CC(NC(C)=O)C(=O)NC1CCN(S(=O)(=O)c2ccccc2)CC1 (centres undefined)	i	i	i	i	5.7*	nt	-8	i	nt	nt	i
O=C1OCC(CO)(CO)N=C1NNc1ccccc1[N+](=O)[O-]	i	i	i	i	i	i	-7	i	i	i	i
CN(C)c1nc(N)nc(CSc2nnnn2-c2cccc3ccccc23)n1	i	i	i	i	i	i	-16	i	i	i	i
CC(=O)Nc1ccc(NC2CCCCC2NS(=O)(=O)c2ccccc2)cc1 (centres undefined)	i	i	i	i	i	i	-7	i	i	i	i
O=C(CSc1ncnc2c1cnn2-c1ccccc1)NCC1CCCO1 (centres undefined)	i	i	i	i	i	i	-11	i	i	i	i
CCc1ccc(NC(=S)N2CCN(C)CC2)cc1	i	i	i	i	i	i	-13	i	i	i	i
COc1cccc(-c2cc(C(=O)N3CCN(S(=O)(=O)c4ccc(Br)cc4)CC3)[nH]n2)c1	i	i	i	i	i	i	-5	i	i	i	i
Cc1ccc(-n2ncc(C(=O)Nc3cc(Cl)ccc3C)c2C2CCNCC2)cc1C	i	i	i	i	i	i	-9	i	i	i	i
COc1cc(/C(C#N)=C/c2cccc3ccccc23)c([N+](=O)[O-])cc1OC	i	i	i	i	i	i	-7	i	i	i	i
CCCSc1nnc2n(C)c(=O)c3c4c(sc3n12)CCC4	i	i	i	i	i	i	-8	i	i	i	i
Cc1ccsc1/C=N/NC(=O)CNC(=O)c1c(F)cccc1Cl	i	i	i	i	i	i	-3	i	i	i	i
O=c1c(Cc2ccc(Cl)cc2Cl)c(O)ccn1CCCN1CCOCC1	i	i	i	i	i	i	-5	i	i	i	i
CCn1c(CNC(=O)COc2ccc(C(C)C)cc2)nnc1SCC(=O)Nc1ccccc1F	i	i	i	i	i	i	-5	i	i	i	i
COc1ccc(NC(=S)N2CCNC(=O)C2CC(=O)Nc2ccc(C)cc2)cc1 (centres undefined)	i	i	i	i	i	i	-9	i	i	i	i
Nc1nnc(SCc2ccc(F)cc2)s1	i	i	i	i	i	i	-3	i	i	i	i
COc1cccc(NC(=O)CSc2nnc(C)s2)c1	i	i	i	i	i	i	-17	i	i	i	i
CCC(=O)c1ccc(OCC(=O)N2CCCC2)c(OC)c1	i	i	i	i	i	i	-7	i	i	i	i
C/C=C/Cn1c(SCc2ccc(C)cc2)nc2c1c(=O)[nH]c(=O)n2C	i	i	i	i	i	i	-7	i	i	i	i
CN(Cc1ccccn1)C(=O)C1CCC(=O)N(CCc2ccc(Cl)cc2)C1 (centres undefined)	i	i	i	i	i	i	-5	i	i	i	i
CN(C)C1(CNC(=O)C2CCC(=O)N(CCc3ccc(Cl)cc3)C2)CCCCC1 (centres undefined)	i	i	i	i	i	i	-1	i	i	i	i
CCOC(=O)c1c(NC(=O)c2cc(CC(C)C)on2)sc(C(C)=O)c1C	i	i	i	i	i	i	-13	i	i	i	i
O=c1ccc(Cl)cn1Cc1ccccc1F	i	i	i	i	i	i	-17	i	i	i	i
Cn1c(=O)c2c(nc(CN3CCN(c4cccc(Cl)c4)CC3)n2CCc2ccccc2)n(C)c1=O	i	i	i	i	i	i	-7	i	i	i	i
Cc1ccc(C(=O)NC2CCN(S(=O)(=O)c3ccccc3)CC2)cc1	i	i	i	i	i	i	-9	i	i	i	i
CCOC(=O)c1ccccc1NC(=O)/C(C)=C/C(=O)O	i	i	i	i	i	i	-9	i	i	i	i
CCOC(=O)c1c(OCC)[nH]c2c1cc(O)c1ccccc12	i	i	i	i	i	i	-27	i	i	i	i
COc1ccccc1NC(=O)NNC(=O)c1cc2ccccc2cc1O	i	i	i	i	i	i	-7	i	i	i	i
Cc1ccc(-c2nc(S(=O)(=O)c3ccccc3)c(SCC(=O)NCC3CCCO3)o2)cc1 (centres undefined)	i	i	i	i	i	i	-7	i	i	i	i
CC1=C(n2ccnc2)CCC1=O	i	i	i	i	i	i	-2	i	i	i	i
COc1ccc(Cc2nnc(NC(=O)c3cccc([N+](=O)[O-])c3)s2)cc1	i	i	i	i	i	i	-9	i	i	i	i
c1ccc(CN2CCN(C(c3ccccc3)c3ccccc3)CC2)cc1	i	i	i	i	i	i	-10	i	i	i	i
O=C(COC(=O)c1c(Cl)cccc1Cl)NCC1CCCO1 (centres undefined)	i	i	i	i	i	i	-3	i	i	i	i
O=C(O)c1ccc(N2CC3CC(C2)c2cccc(=O)n2C3)c(NC(=S)Nc2ccc(Cl)cc2Cl)c1 (centres undefined)	i	i	i	i	i	i	0	i	i	i	i
S=C(NCCc1ccccn1)Nc1ccc(Cl)c(Cl)c1	i	i	i	i	i	i	-6	i	i	i	i
O=C(COC(=O)c1cc(=O)[nH]c2ccccc12)c1cccs1	i	i	i	i	i	i	-11	i	i	i	i
Cc1cc(C)c(C)c(S(=O)(=O)Nc2ccc(O)cc2)c1C	i	i	i	i	i	i	-4	i	i	i	i
(next part)
SMILES	KCNK9 block	KCNK3 inh	RGS4 act	KCNQ1 block	RGS4 block	MrgX1 allo act	hERG rescue	KCNQ1 pot	MrgX1 ag	ANO1 block	ANO1 activ
NC(=O)[C@@H]1CCCN1C(=O)c1ccc2oc(CCc3ccccc3)nc2c1	i	i	i	i	i	i	1	i	i	i	i
COC(=O)c1cc(OC)c(OC)cc1NC(=O)c1ccccc1	i	i	i	i	i	i	-11	i	i	i	i
COc1ccc(NC(=O)c2coc(C)c2)cc1	i	i	i	i	i	i	-7	i	i	i	i
Cc1ccc(C(=O)N/C(=C\c2cccs2)C(=O)NCc2ccncc2)cc1	i	i	i	i	i	i	-8	i	i	i	i
O=C(c1ccccc1)N1CCN(C(=S)NCCc2ccccc2)CC1	i	i	i	i	i	i	-12	i	i	i	i
OCCN1CCN(c2ncnc3scc(-c4ccc(F)cc4)c23)CC1	i	i	i	i	i	i	-6	i	i	i	i
CCCCCC(=O)Nc1cccc(C2=NOC3(C2)C[C@@H](C(N)=O)N(C(=O)Cc2ccc([N+](=O)[O-])cc2)C3)c1 (some centres undefined)	i	i	i	i	i	i	-9	i	i	i	i
COc1ccc(C(=O)NCc2nnc(SCC(=O)Nc3cccc(F)c3)o2)cc1	i	i	i	i	i	i	-8	i	i	i	i
CC(=O)Oc1ccc(-c2cc3ccc(OC(C)=O)cc3oc2=O)cc1	i	i	i	i	i	i	-7	i	i	i	i
CN(C)CCCCCN(C)Cc1cc2ccccc2o1	i	i	i	i	i	i	-7	i	i	i	i
Cc1cc(C(=O)CS(=O)(=O)c2ccc(Cl)cc2)cc(C)c1O	i	i	i	i	i	i	-7	i	i	i	i
Cc1ccc(S(=O)(=O)N2CCN(c3nc4ccccc4nc3-n3nc(C)cc3C)CC2)cc1	i	i	i	i	i	i	-9	i	i	i	i
CCc1cccc(CC)c1NC(=O)C1CSC2(C)CCC(=O)N12 (centres undefined)	i	i	i	i	i	i	-7	i	i	i	i
Cc1ccc(SCC(=O)NCc2ccco2)cc1	i	i	i	i	i	i	-5	i	i	i	i
COC(=O)c1ccccc1NC(=O)CSc1nnnn1C	i	i	i	i	i	i	-6	i	i	i	i
CCOC(=O)c1ccc2cccc(C)n2c1=O	i	i	i	i	i	i	-9	i	i	i	i

Screening results deposited in PubChem BioAssay by Johns Hopkins Ion Channel Center.
